HepG2 viability: qHTS for Inhibitors of TGF-b: Cytotox Counterscreen | HepG2 CAGA-GFP viability, ATP luminescence, 18 h | 410,000 tested, 0.76% active | Potency, µM (series often up to 46.1 µM), for inactives: top-dose activity change, negative = cytotoxicity, most hits filed as cytotoxic; note: potency is the fitted concentration of half-maximal effect; some results filed as inactive show a strong effect at the top dose
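CellTiter-Glo luminescence gave cytotoxicity after 18 hours at 37 degrees C. The cells were HepG2 CAGA-GFP in 1% FBS DMEM, stimulated with 500 pg/mL TGF-beta after compound addition. %Activity was normalised to no-cell wells (complete cell-killing) and DMSO (no toxicity), and curves were fitted and classified.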
ATXN2 expr inh: Primary qHTS for Inhibitors of ATXN expression. HEK-293 ATXN2-luciferase reporter, luminescence, 24 h. Potency, µM (top dose mostly 57 µM), without a hit: at the top dose activity change, negative = inhibition, hits mostly inhibitors. 360,000 tested, 0.72% active; note: potency is the fitted concentration of half-maximal effect; % is set by controls: 0 for no effect and ±100 for the full control effect; nearly all actives have a fitted effect of over 55% in size
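qHTS (up to 57 uM final) was run with 24 h compound exposure of reporter cells at 37 °C. Each well was multiplexed: SteadyGlo luminescence measured ATXN2-luciferase expression after a fluorogenic Gly-Phe-AFC viability readout (25 uM final).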
SW480 rerep: A quantitative high throughput screen for small molecules that induce DNA re-replication in SW480 colon adenocarcinoma cells; AID 624297, 2012; 340,000 tested, 1.8% active; SW480 DNA re-replication, Hoechst DNA content imaging, 48 h; Potency, µM (highest dose often 46.1 µM), for inactives: top-dose re-replication activation, most hits filed as activators; note: potency is the fitted concentration of half-maximal effect; % of control where 0% means no effect; nearly all actives have a fitted effect of over 55% in size
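Quantitative HTS format with DMSO vehicle controls; 48 hr drug incubation at 37 C, then 40 min Hoechst staining and scanning imager measurement at 405 nm excitation.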
MCF10A rereplic: A quantitative high throughput screen for small molecules that induce DNA re-replication in MCF 10a normal breast cells; Potency, µM (top dose mostly 46.1 µM), without a hit: at the top dose activity, positive = re-replication, most hits filed as activators; AID 624296, 2012; MCF 10A DNA re-replication, Hoechst nuclear intensity, 48 h; 350,000 tested, 2.9% active; note: potency is the fitted concentration of half-maximal effect; % of control where 0% means no effect; nearly all actives have a fitted effect of over 50% in size
HT1080 IDH1KD tx: qHTS for induction of synthetic lethality in tumor cells producing 2HG: qHTS for the HT-1080-IDH1KD cell line; Potency, µM (series often up to 46.1 µM), without a hit: at the top dose activity, negative = toxicity, hits mostly cytotoxic; HT-1080 IDH1 knockdown viability, ATP luminescence, 48 h; 360,000 tested, 2% active; AID 686971, 2013;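 note: potency is the fitted concentration of half-maximal effect; 0% = DMSO wells and -100% = cell-free medium wells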
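IDH1KD HT-1080 cells, 750/well, RPMI + 5% FBS; compound pinned after 2 h settling; 48 h, 37 °C; CellTiter-Glo luminescence; % activity normalised to DMSO and no-cell wells; curves fitted, classed by r2 and efficacy.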
KB-3-1 cytotox: qHTS assay for MDR1-selective chemotherapeutics: Primary screen using the parental adenocarcinoma cell KB-3-1; KB-3-1 viability, CellTiter-Glo ATP luminescence, 72 h; Potency, µM (doses to about 46.1 µM), inactives show top-dose activity change, negative = cytotoxic, hits mostly cytotoxic; 400,000 tested, 1.4% active; AID 1347075, 2019; note: potency is the fitted concentration of half-maximal effect; % is set by controls: 0 for no effect and ±100 for the full control effect; nearly all actives have a fitted effect of over 60% in size
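Cytotoxicity in the drug-sensitive parental line KB-3-1 was scored as loss of CellTiter-Glo luminescence following 72 h incubation with compound. Values come from curve fitting of normalized concentration-response data.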
IL1B secr inh: qHTS for Inhibitors of Inflammasome Signaling: IL-1-beta AlphaLISA Primary Screen; AID 743279, 2014; activity change, % at 57.5 µM; THP-1 LPS/ATP IL-1B secretion, AlphaLISA, 16 h; active compounds read low; 360,000 tested, 4.7% active; in the data active = activity change below about -50%; inconclusive = mostly about -30% to -49%; note: % is set by controls: 0 for no effect and ±100 for the full control effect
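THP-1 cells pretreated 1 hr with compounds (up to 57.5 uM final), then stimulated with LPS (250 ng/mL final) plus ATP (1.25 mM final); secreted IL-1B measured by AlphaLISA after 16 hr, decreased signal indicating inhibition.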
HT1080-NT tox: qHTS for induction of synthetic lethality in tumor cells producing 2HG: qHTS for the HT-1080-NT fibrosarcoma cell line. AID 686970, 2013. HT-1080-NT fibrosarcoma viability, CellTiter-Glo ATP luminescence, 48 h. 360,000 tested, 1.6% active. Potency, µM (titrated, usually from 46.1 µM), inactives show at the highest dose activity, negative = less viability, usual class: cytotoxic;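 note: NT is the 2HG producing partner of a matched IDH1 knockdown line; potency is the fitted concentration of half-maximal effect; 0% = DMSO-treated cells and -100% = media-only wells without cells; nearly all actives have a fitted effect of over 55% in size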
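Luminescent CellTiter-Glo readout after 48 hours of compound exposure at 37 degrees C defined viability of HT-1080-NT cells. Activity was normalized to DMSO wells and cell-free media wells; concentration-response curves were fitted and assigned curve classes.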
ATXN viability: Viability Counterscreen for Primary qHTS for Inhibitors of ATXN expression | S2 cells (HEK-293 line with an ATXN2-luciferase reporter) viability, CellTiter-Fluor protease fluorescence, 24 h | Potency, µM (top dose mostly 56.7 µM), usual class: cytotoxic | 400,000 tested, 0.49% active; note: potency is the fitted concentration of half-maximal effect; nearly all actives have a fitted effect of over 40% in size
* hit, by the source's call; i = inactive; ? = inconclusive; . = not tested or not shown; [ ] = remark or other dose. Unless noted, calls come from the whole dose curve; as a rule, active = well fitted curve in the direction sought with a large enough effect; inconclusive = small, poorly fitted or top-dose-only effect, or another doubt; inactive = no such curve, though single readings can be large; an effect the other way counts as inactive or inconclusive.

SMILES	HepG2 viability	ATXN2 expr inh	SW480 rerep	MCF10A rereplic	HT1080 IDH1KD tx	KB-3-1 cytotox	IL1B secr inh	HT1080-NT tox	ATXN viability
C/C(=N\N=C\c1ccccc1F)c1nnn(-c2nonc2N)c1C	-13%	22%	-6%	-2%	16%	14%	4	10%	?
O=C(NCc1cccnc1)c1ccc(COc2ccccc2Br)o1	-21%	-13%	1%	-7%	?	-10%	?	?	i
COc1ccc(NC(=O)C2C3C=CC(C3)C2C(=O)O)cc1 (stereo unspecified)	-1%	-19%	3%	20%	?	5%	-6	?	i
O=C(O)Cc1sc(Nc2cccc3ccccc23)nc1-c1ccc(Cl)cc1	0%	-37%	5%	7.3µM*	-20%	0%	22	12µM*	i
O=c1c2c(nc3nc(Cc4ccccc4)[nH]n13)CCC2	0%	1%	1%	4%	12%	-9%	-9	3%	i
COc1ccc(CC(C)N2CCN(Cc3ccccc3)CC2)c(OC)c1 (stereo unspecified)	-31%	-26%	0%	?	-20%	1%	-9	-15%	i
CCN(CC)S(=O)(=O)c1ccc(N2CCOCC2)c(NC(=O)C(=O)c2c(-c3ccccc3)cc3ccccn23)c1	-1%	.	2%	6%	8%	6%	-17	8%	.
CC(=O)Nc1ccc(/C=C/C(=O)c2ccc3c(c2)OCCO3)cc1	-61%	0%	?	?	?	-6%	-102*	?	i
CCC(CO)n1c(SCc2cc([N+](=O)[O-])cc3c2OCOC3)nc2ccccc2c1=O (stereo unspecified)	-21%	5%	0%	16%	-1%	-1%	-9	-10%	i
CCOc1ccc(NC(=O)CN(C)C(=O)CCCc2c[nH]c3ccccc23)cc1OCC	-10%	-6%	1%	-5%	5%	17%	8	4%	i
O=C(NCc1ccc2c(c1)OCO2)c1ccc2c(c1)N(Cc1ccc(F)cc1)C(=O)c1ccccc1S2=O (stereo unspecified)	-1%	12%	.	.	.	3%	.	.	i
Cc1ccc(C(=O)N/C(=C/c2cccs2)C(=O)N2CCCCC2)cc1	-19%	.	-5%	0%	-5%	-8%	-7	-5%	i

Brought forward from above: 5 entries, followed by the next part.
SMILES	HepG2 viability	ATXN2 expr inh	SW480 rerep	MCF10A rereplic	HT1080 IDH1KD tx	KB-3-1 cytotox	IL1B secr inh	HT1080-NT tox	ATXN viability
CC(=O)Nc1ccc(/C=C/C(=O)c2ccc3c(c2)OCCO3)cc1	-61%	0%	?	?	?	-6%	-102*	?	i
CCC(CO)n1c(SCc2cc([N+](=O)[O-])cc3c2OCOC3)nc2ccccc2c1=O (stereo unspecified)	-21%	5%	0%	16%	-1%	-1%	-9	-10%	i
CCOc1ccc(NC(=O)CN(C)C(=O)CCCc2c[nH]c3ccccc23)cc1OCC	-10%	-6%	1%	-5%	5%	17%	8	4%	i
O=C(NCc1ccc2c(c1)OCO2)c1ccc2c(c1)N(Cc1ccc(F)cc1)C(=O)c1ccccc1S2=O (stereo unspecified)	-1%	12%	.	.	.	3%	.	.	i
Cc1ccc(C(=O)N/C(=C/c2cccs2)C(=O)N2CCCCC2)cc1	-19%	.	-5%	0%	-5%	-8%	-7	-5%	i
COc1cccc(N2CCN(C(=O)CCc3c(C)nc4c(c3C)c(=O)n(C)c(=O)n4C)CC2)c1	-2%	-1%	.	.	.	-2%	.	.	i
CN1c2cccc3cccc(c23)N(C)C1(C)C	-2%	-5%	-5%	7%	24%	-18%	0	9%	i
COc1ccc(-c2cc(C(=O)NCCN3CCOCC3)no2)cc1OC	-5%	5%	-12%	-7%	-5%	14%	-11	14%	i
Cc1cc(C)cc(NC(=O)C(=O)NCC(c2cccnc2)N2CCOCC2)c1 (stereo unspecified)	-1%	-1%	.	.	.	3%	.	.	i
COc1ccccc1NC(=O)N1CCN(C(=O)c2ccco2)CC1	5%	-2%	6%	-4%	14%	11%	-1	26%	i
CCOc1ccc(N2C(=O)Nc3ccccc3C2(O)C(=O)NCc2ccccc2)cc1 (stereo unspecified)	-5%	-5%	21%	5%	-2%	-11%	-14	-8%	i
Cc1ccc(-n2c(COc3c(C)cccc3C)nnc2SCC(=O)Nc2nccs2)cc1	2%	-21%	4%	2%	3%	-7%	2	3%	?
Cc1sc(NC(=O)c2ccco2)c(C(c2ccc(F)cc2)N2CCN(C)CC2)c1C (stereo unspecified)	11µM*	1%[11.3 µM]	4%	?	?	-10%	-71*	?	i
COC(=O)C1=C(O)/C(=C/c2ccc(OCC(=O)Nc3ccccc3)cc2)N=C1C	-10%	3%	7%	7%	7%	10%	-6	8%	i
CC(C)C(=O)OCCN=C1NS(=O)(=O)c2ccccc21	-1%	1%	-5%	-57%[0.0737 µM]	9%	10%	2	5%	i
COc1cc(C(=O)NCc2ccccc2)ccc1OC(F)F	4%	1%	-4%	1%	-9%	-12%	-9	-5%	i
CCCCNC(=O)OCCNC(=O)Oc1cccc(C)c1	2%	-1%	8%[9.22 µM]	-5%	16%	13%	16	13%	i
COc1ccc(-c2cc(C(=O)N3CCCC(C(F)(F)F)C3)c3ccccc3n2)cc1 (stereo unspecified)	-4%	-2%	-14%	6%	2%	-8%	-5	5%	i
CC(C)(C)NC(=O)CC1C[C@H](C(=O)N2CCCCC2)[C@@]2(C)c3[nH]c4ccccc4c3CCN2C1=O (stereo partly specified)	-5%	5%	?	-25%	-20%	0%	-14	-4%	i
Cc1ccc(S(=O)(=O)N2CC3(O)CN(C(=O)OC(C)C)N(C(=O)OC(C)C)CC3(OC(=O)Nc3c(C)noc3C)C2)cc1 (stereo unspecified)	-1%	4%	.	.	10%	20%	-16	11%	?
O=C(NCC1CCCO1)c1ccc(NC(=O)C2CCCCC2C(=O)O)cc1 (stereo unspecified)	5%	8%	-6%	4%	11%	17%	0	14%	i
Cc1cc(C(=O)NNC(=S)NCc2ccco2)nn1C	1%	.	1%	2%	0%	2%	-1	-3%	i
CCOC(=O)N1CCN(C(=O)CCc2ccc(S(=O)(=O)NCC(C)C)cc2)CC1	-33%	-7%	-6%	0%	-8%	-12%	29	-6%	i
CCOC(=O)c1c(CNCCN(CC)CC)n(C)c2cc(Br)c(OC)cc12	1%	-14%	3%	13%	?	?	?	?	i
CN(C)N(C(=O)c1cc(-c2cccs2)nn1-c1ccccc1)C1CCS(=O)(=O)C1 (stereo unspecified)	2%	-9%	-9%	22%	-1%	-16%	-3	-6%	i
COc1ccc(C2=NN(C)C(=NCc3ccccc3)SC2)cc1	-29%	6%	4%	27%	0%	?	-9	-11%	i
CCOC(=O)c1c(C)n(C)c2ccc(OC(C)C(=O)OC)cc12 (stereo unspecified)	-1%	4%	-4%	-6%	11%	0%	26	16%	i
COc1ccc(C(CNC(=O)Nc2ccc(Cl)cc2)N2CCN(C)CC2)cc1 (stereo unspecified)	-23%	-14%	-4%	-1%	-18%	-6%	-23	?	i
N#C/C(=C\c1ccccc1)c1nc(-c2cc3cc(Br)ccc3oc2=O)cs1	-9%	7%	.	.	.	10%	.	.	i
CC(=O)NC(Nc1nc2c(s1)CCCC2)(C(F)(F)F)C(F)(F)F	1%	7%	4.1µM*	-3%	20%	11%	6	19%	i
COc1ccc(C[C@H]2CN3C(=NC[C@H]3Cc3ccccc3)N2CCNC(=O)c2ccc(C)c(Br)c2)cc1	-116%	?	-2%	2%	?	?	-52*	-21%	28µM*
CCc1cc(=O)n2[nH]c(-c3ccccc3)c(-c3ccccc3)c2n1	-13%	?	21µM*	?	?	?	34	?	i

Limited to MCF10A rereplic and HT1080 IDH1KD tx (3 entries from above):
| SMILES | MCF10A rereplic | HT1080 IDH1KD tx |
| --- | --- | --- |
| COc1ccc(-c2cc(C(=O)N3CCCC(C(F)(F)F)C3)c3ccccc3n2)cc1 (stereo unspecified) | 6% | 2% |
| CC(C)(C)NC(=O)CC1C[C@H](C(=O)N2CCCCC2)[C@@]2(C)c3[nH]c4ccccc4c3CCN2C1=O (stereo partly specified) | -25% | -20% |
| Cc1ccc(S(=O)(=O)N2CC3(O)CN(C(=O)OC(C)C)N(C(=O)OC(C)C)CC3(OC(=O)Nc3c(C)noc3C)C2)cc1 (stereo unspecified) | . | 10% |

Screens deposited in PubChem by National Center for Advancing Translational Sciences (NCATS).
